TcdB GH inh – TcdB glycohydrolase inhibition. P18177. TcdB glycohydrolase enzymatic assay, plate reader. inhibition, % at 9.99 µM. actives 0.24% (n = 350,000); in the data active = inhibition above about 10%
PfHsp40 rescue – compounds rescuing yeast from Plasmodium falciparum HSP40 toxicity. S. cerevisiae expressing PfHsp40, growth rescue, ATP luminescence. growth rescue, % at 12.5 µM. actives 0.68% (n = 340,000); in the data active = growth rescue above about 28%, passing the limit was not always enough;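 note: yeast W303a lacking pdr1 and pdr3 grown in galactose medium; growth measured after three days at 30 °C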
Mtb BioA inh – BioA (M. tuberculosis) enzyme inhibition; inhibition, % at 9.99 µM; AID 602481; purified M. tuberculosis BioA enzyme, plate reader; actives 0.096% (n = 360,000); in the data active = inhibition above about 40%
GDH-TPI inh – GDH-TPI coupled enzyme inhibition counter-screen | inhibition, % at 4.8 µM | AID 588335 | GDH-TPI coupled enzyme counterscreen, NADH absorbance | actives 1.2% (n = 360,000); in the data active = inhibition above about 30%;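 note: 0% = DMSO wells and 100% = wells lacking the enzyme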
Mtb FBA inh – inhibits M. tuberculosis FBA enzyme; actives 2.3% (n = 360,000); inhibition, % at 1 µM; P9WQA3; AID 588726; purified M. tuberculosis FBA, fluorescence read-out; in the data active = inhibition above about 27%;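 note: 0% = vehicle and 100% = reference inhibitor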
Target sequence (P9WQA3 whole entry, looked up): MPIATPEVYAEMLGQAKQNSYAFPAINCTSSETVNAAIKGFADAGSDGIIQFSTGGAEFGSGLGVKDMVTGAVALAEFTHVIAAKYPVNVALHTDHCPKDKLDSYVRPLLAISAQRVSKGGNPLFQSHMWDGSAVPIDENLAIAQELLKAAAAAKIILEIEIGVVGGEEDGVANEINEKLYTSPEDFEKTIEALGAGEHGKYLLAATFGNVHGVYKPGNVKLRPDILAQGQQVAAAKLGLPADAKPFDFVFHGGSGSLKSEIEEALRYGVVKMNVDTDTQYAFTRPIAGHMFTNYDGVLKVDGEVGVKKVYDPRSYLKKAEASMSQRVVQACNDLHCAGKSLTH
Y pestis TopoI – blocks Yersinia pestis topoisomerase I activity | Y. pestis Topo-I cleavage product accumulation, plate reader | activity, % at 10 µM | actives 0.064% (n = 360,000); in the data active = activity above about 50%, passing the limit was not always enough; note: inactives centre near 2
Vc quorum ag – induces V. cholerae light production without autoinducers; actives 0.16% (n = 350,000); activation, % at 18.7 µM; V. cholerae BH1578 lux reporter, luminescence, 6 h; AID 588436; in the data active = activation mostly above about 9.7%, no sharp cut-off; note: not every result past the cut was called active; inactives centre near 0; reference of the scale not given here
Mtb UGM inh – inhibitors of M. tuberculosis UDP-galactopyranose mutase. actives 0.06% (n = 320,000). inhibition, % at 10 µM. AID 504406. purified UGM, fluorescence polarization probe displacement. P9WIQ1; in the data active = inhibition above about 10%, passing the limit was not always enough
Target sequence (P9WIQ1 whole entry, looked up): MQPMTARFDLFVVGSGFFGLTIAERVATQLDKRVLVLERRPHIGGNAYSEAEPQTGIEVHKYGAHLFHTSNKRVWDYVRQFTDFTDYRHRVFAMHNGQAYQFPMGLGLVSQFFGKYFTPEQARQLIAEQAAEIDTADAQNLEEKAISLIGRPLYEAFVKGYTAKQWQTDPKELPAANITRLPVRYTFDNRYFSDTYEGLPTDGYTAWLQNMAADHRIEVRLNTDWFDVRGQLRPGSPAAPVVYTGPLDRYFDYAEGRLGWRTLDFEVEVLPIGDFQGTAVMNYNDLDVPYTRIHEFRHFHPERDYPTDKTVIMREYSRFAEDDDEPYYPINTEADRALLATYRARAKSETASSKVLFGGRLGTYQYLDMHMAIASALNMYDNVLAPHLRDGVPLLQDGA
FadD28 FP inh – inhibitors of Mycobacterium tuberculosis FadD28 bisubstrate binding. FadD28 bisubstrate probe binding, fluorescence polarization. inhibition, % at 12.5 µM. actives 0.22% (n = 360,000). AID 588549; in the data active = inhibition above about 8.5%, passing the limit was not always enough
Numbers without * were called inactive; i = inactive; . = not tested or not shown; & = joins results of further samples.

Values run as follows: Mtb FBA inh, GDH-TPI inh, Mtb BioA inh, TcdB GH inh, Mtb UGM inh, FadD28 FP inh, Vc quorum ag, Y pestis TopoI, PfHsp40 rescue
O=C(Cc1ccccc1)NCC(=O)Nc1cccc(Br)c1
→ 0, 1, 0.1, 0.1, -2.9, -2.6, -0.2, -9, -0.1
COc1ccc(CC2(CCc3ccncc3)C(=O)NC(=O)NC2=O)cc1OC
→ 4, 6, -0.9, 0.0, -1.8, -1.1, -0.4, -6, 0.0
Cc1ccccc1-n1c(Cc2cccs2)n[nH]c1=S
→ 0, -2, 0.9, 0.5, 3.3, -2.4, i, -2, -0.8
Oc1ccccc1C=NC(c1ccccc1)C(O)c1ccccc1 (configuration not stated)
→ 0, -6, -1.7, ., -1.6, -2.4, 0.0, -4, -0.7
CCc1cccc(C)c1NC(=S)NCC1CCN(c2ccc(OC)cc2)C1 (configuration not stated)
→ -1, 17, 5.9, -11, 1.7, -1.1, -0.4, -5, 0.5
CCc1ccc(OCc2ccc(C(=O)NCc3ccccn3)o2)cc1
→ 0, 2, 1.8, ., -0.1, -0.7, ., 5, 0.2
CC1=CN2C(=N)/C(=C\c3cn(CCCOc4ccccc4)c4ccccc34)C(=O)N=C2S1
→ 0, -3, ., ., 1.7, 0.1, i, 3, -1.9
Cc1ccc(-n2ncc3c2CC(C)(C)CC3NC(=O)Cc2c(C)noc2C)cc1 (configuration not stated)
→ 5, 2, 3.0, 0.2, -0.4, -2.5, -0.3, 18, -0.9
CC(C)C(NS(=O)(=O)/C=C/c1ccccc1)C(=O)NCc1ccc(F)cc1 (configuration not stated)
→ 0, -3, -1.2, 0.0, 1.7, 0.1, i, 9, -0.4
CCCCNC(=O)C1(C)CCCCN1Cc1ccc2ccccc2c1 (configuration not stated)
→ -1, 3, -0.4, 1.8, ., -4.0, -1.2, 30, .
CC(=O)Nc1ccc2c(c1)nc1n2CCN(C(C)c2ccccc2)C1 (configuration not stated)
→ 69*, 1, 5.7, 1.0, 1.5, -3.9, i, 4, -0.6
CSCCC(N=Cc1c(O)n(-c2ccc(Br)cc2)c(=O)[nH]c1=O)C(=O)OC(C)(C)C (configuration not stated)
→ 4, 23, -18, ., -0.9, -0.7, -1.4, -1, 1.0
COC(=O)C(NC(=O)c1ccccc1)(Nc1nc(C)cs1)C(F)(F)F (configuration not stated)
→ -1, 5, 1.0, 1.1, -1.7, -0.8, -4.2, 9, -1.1
Cc1ccc(-c2cn(-c3ccccc3)c3[n+]2CCCS3)cc1
→ 0&0, 3&-2, 1.9, 0.9, -0.4&-1.9, -1.4&-3.1, 0.5, 16&4, 0.1&0.3
CCCN(C(=O)c1cccc(S(=O)(=O)N2CCN(C)CC2)c1)c1c(N)n(Cc2ccccc2)c(=O)[nH]c1=O
→ -1, -6, 0.5, 2.2, -1.7, -0.8, -1.8, 13, 0.4
Cc1cccc(C(=O)N[C@H](C(=O)Nc2nccs2)C(C)C)c1
→ -5, -2, -1.3, 0.2, -1.3, -3.6, -3.8, -1, 0.7
CCN(CC(=O)Nc1ccc(OC)cc1)C(=O)c1ccc2c(c1)NC(=O)CS2
→ 0, -1, 1.8, 0.3, ., -2.9, i, -7, -0.5
O=C(CN1CCN(c2ccccc2O)CC1)NC(=O)NCc1ccccc1
→ 0, -6, 0.4, 0.1, 2.5, -0.8, 0.8, 5, -0.9
Cc1ccc(OCC(=O)N2CCN(C(=O)Cc3ccccc3)CC2)cc1
→ 1, 4, 1.9, 0.8, 0.1, -0.6, ., 12, -1.3
CCC1CCCCN1CCCn1c(=S)[nH]c2ccccc2c1=O (configuration not stated)
→ 0, -7, -0.9, ., 2.5, -3.7, i, -11, -0.1
COc1cc(C(=O)NC(=S)Nc2nc(-c3ccc(F)cc3)cs2)cc(OC)c1OC
→ 5, 13, -2.4, -1.9, -0.1, -0.3, i, -8, -1.4
COC(=O)Nc1ccc(SCC(=O)c2cccc([N+](=O)[O-])c2)cc1
→ 1, 4, 0.1, 4.5, -0.3, -1.7, i, -16, -2.2
Cc1cc(C)c(C)c(OCC(=O)NCCN(C)C)c1
→ 1, 0, 4.4, ., 2.3, -0.6, i, -2, -0.2
Cc1noc(C)c1COc1ccccc1C(=O)NCc1ccco1
→ 0, -3, 0.8, -0.5, -0.8, ., -1.5, 6, -0.6
COc1ccc(-n2cnc3c(cnn3CCC#N)c2=N)cc1
→ -1, 11, 2.2, ., -1.1, -1.4, -0.6, -8, 0.9
COc1ccc(Br)c(C(=O)NCCC(C)C)c1
→ 7, 9, ., 0.3, -2.1, -1.8, -0.2, -6, 0.2
O=C(O)c1ccc(NC(=O)c2cccc(C(=O)Nc3ccc(C(=O)O)cc3)c2)cc1
→ 4, 3, 0.5, -7.1, -1.3, -3.3, i, 10, -0.3
Cn1c(C(=O)NCc2ccccn2)cc2c(=O)n3ccccc3nc21
→ 196*, 27, ., ., 0.1, -1.4, i, 6, -1.3
COc1ccccc1CNC(=O)C1CCC(CNS(=O)(=O)c2cccc3cccnc23)CC1 (configuration not stated)
→ 2, -5, -2.0, 0.2, -0.6, -1.0, -0.3, 22, -1.3
CC1CN(CCn2cnc3c(N)ncnc32)CC(C)O1 (configuration not stated)
→ -2, -5, ., -0.5, 1.6, -0.9, i, -4, 0.4
CCCCCCCCNS(=O)(=O)CCNCCc1ccccc1
→ 0, -8, 4.0, 1.9, ., -6.1, i, 34, 0.4
Cc1cc([N+](=O)[O-])ccc1NC(=O)Cc1ccc(F)cc1
→ -2, 0, ., 1.9, -1.3, -5.9, -0.1, -3, 1.2
Cc1nc(-c2cccc(Cl)c2)n[nH]1
→ 4, 10, ., -7.0, -3.2, 0.0, 0.6, -9, 0.7
O=C(COC(=O)c1ccc(O)cc1)Nc1ccc2[nH]c(=O)[nH]c2c1
→ -2, 10, ., -2.1, -1.6, -4.1, 0.5, 9, 0.5
COC(=O)c1scc(C)c1N/N=C(\C)c1ccc(F)cc1F
→ 0, 17, -1.0, ., 1.7, 0.0, 2.8, 11, 1.2
O=C(NCc1ccc(F)cc1)c1cc(C2CCCCN2C(=O)c2ccc(Cl)cc2)on1 (configuration not stated)
→ 3, 12, -0.6, -0.1, ., -0.8, -0.9, 31, .
CCOc1cccc(C2NC(=S)NC(C)=C2C(=O)Nc2ccccc2)c1 (configuration not stated)
→ 0, 0, -1.2, ., -1.4, -2.2, 0.1, -2, -1.8
CCCCN(C)c1c(N2CCC(C(=O)OCC)CC2)c(=O)c1=O
→ 5, 6, 4.6, 1.3, -1.7, -1.5, -0.4, -10, 14
C[C@@H]1CN([C@@H](C)CO)C(=O)CCCn2nncc2CO[C@H]1CN(C)C(=O)Nc1ccccc1F
→ 1, 0, -0.9&-0.8, 0.8&0.1, ., 0.9, -0.2, 10, .
NCCc1nnc(SCC(=O)Nc2cccc(Cl)c2)o1
→ 2, -1, -0.6, 1.4, 3.3, -2.8, -0.5, -5, 0.1
CC(OC(=O)CN1C(=O)c2ccccc2C1=O)C(=O)NC1CCCC1 (configuration not stated)
→ 0, -5, -0.1, 0.4, -4.0, -1.3, 1.2, 1, -0.6
COc1cc(CNC(=O)c2cc(-c3ccc(OC)cc3C)n[nH]2)cc(OC)c1
→ -3, 4, -0.6, 1.4, ., -12, i, 9, .
COc1ccc(CNS(=O)(=O)c2ccc(S(=O)(=O)NC3CC3)cc2)cc1
→ -1, -3, -0.5, 0.8, -2.2, -1.0, -0.3, 4, -0.4
Cc1cccc(N(CC(=O)N2CCOCC2)S(C)(=O)=O)c1C
→ 1, 3, -4.6, ., 0.2, -1.4, i, -1, -1.1
O=C(NCc1ccco1)c1ccc2ccccc2c1
→ 1, -4, -1.9, ., 1.8, -6.9, -1.6, 5, -0.3
Cn1c(=O)c(C(=O)NC2CCCCCC2)c(O)c2ccccc21
→ 2, -7, -0.8, 0.2, -0.2, 2.7, 0.2, 2, -0.8
COc1ccc(C(O)c2nc(-c3ccccc3OC)cs2)cc1 (configuration not stated)
→ -3, 7, 0.1, -0.3, ., -2.8, -0.9, -3, .
CC(=O)N1CCC(C(=O)Nc2ccc(S(=O)(=O)N3CCC(C)CC3)cc2)CC1
→ 1, 3, 1.2, -2.6, 0.7, -4.7, 0.0, 12, -0.6
COc1ccccc1CC(=O)Nc1cc(C)ccn1
→ 1, 10, -2.5, 0.2, 0.5, 0.4, -0.8, -8, 0.4
O=C(c1cc(COc2ccc(F)cc2F)on1)N1CCSCC1
→ -2, -2, ., -0.5, -4.9, -1.6, -0.3, 10, 0.3

2 compounds picked at random from those above:
Values run as follows: Mtb FBA inh, GDH-TPI inh, Mtb BioA inh, TcdB GH inh, Mtb UGM inh, FadD28 FP inh, Vc quorum ag, Y pestis TopoI, PfHsp40 rescue
Cn1c(=O)c(C(=O)NC2CCCCCC2)c(O)c2ccccc21
→ 2, -7, -0.8, 0.2, -0.2, 2.7, 0.2, 2, -0.8
CC(OC(=O)CN1C(=O)c2ccccc2C1=O)C(=O)NC1CCCC1 (configuration not stated)
→ 0, -5, -0.1, 0.4, -4.0, -1.3, 1.2, 1, -0.6

(continued)
Values run as follows: Mtb FBA inh, GDH-TPI inh, Mtb BioA inh, TcdB GH inh, Mtb UGM inh, FadD28 FP inh, Vc quorum ag, Y pestis TopoI, PfHsp40 rescue
CCN1CCN(C(CNS(=O)(=O)c2ccc(C)cc2)c2cccnc2)CC1 (configuration not stated)
→ 2, 1, -0.9, 1.2, -0.4, -2.5, i, -2, 1.6
CCOC(=O)[C@H]1[C@H]2COc3ccc(Cl)cc3[C@@H]2N2C(=O)CN(Cc3ccc(C)cc3)C(=O)[C@@]12C
→ 0, 3, -3.2, 1.1, 1.0, -0.9, i, 28, 20
O=C(c1sc2ccccc2c1Cl)N(Cc1ccccc1)C1CCS(=O)(=O)C1 (configuration not stated)
→ 3, 8, 2.4, ., -0.7, -3.4, -0.2, 3, 2.3
CCCn1c(N)c(N(CCOC)C(=O)Cc2ccc(S(=O)(=O)N3CCOCC3)s2)c(=O)[nH]c1=O
→ 3, -8, -1.2, 1.1, -1.3, -2.9, -5.9, -5, -2.8
COc1cccc(N2C(=O)[C@H]3C(C(=O)c4cnccn4)=NN[C@H]3C2=O)c1
→ -1, 11, -0.6, -4.9, 5.4, -2.5, 4.2, -6, 0.5
Cc1ccccc1-c1nnn(Cc2cccc(S(=O)(=O)N3CCOCC3)c2)n1
→ 6, 9, -0.7, -0.3, 0.6, ., i, 25, -0.1
CCCCCNC(=O)CCCCn1c(=O)[nH]c2cc(OCC)c(OCC)cc2c1=O
→ 2, -3, -1.2, ., 0.4, 0.2, -2.9, -2, -1.2
COc1ccccc1NS(=O)(=O)c1ccc(C(=O)NCC2(N(C)C)CCCCC2)cc1
→ -3, 9, -0.3, 0.8, 5.3, -2.5, 1.7, -4, -1.1
Cc1ccc(N2C(=O)NC(=O)/C(=C\c3cc(C)n(-c4sc5c(c4C#N)CCCC5)c3C)C2=O)cc1
→ 0, 5, ., ., 2.7, -2.0, -0.4, 24, 1.9
CCOc1ccc2nc(NCCO)[nH]c2c1
→ -2, 8, -1.1, ., 3.6, -0.2, -0.6, -5, 0.1
CC(=O)N/C(=C\c1ccccc1)C(=O)OC(C)C(=O)c1ccccc1 (configuration not stated)
→ -1, 5, ., 0.6, -0.6, -0.7, i, -7, 0.4

An excerpt of these results, in markdown:
| SMILES | Mtb FBA inh | GDH-TPI inh | Mtb BioA inh | TcdB GH inh | Mtb UGM inh | FadD28 FP inh | Vc quorum ag | Y pestis TopoI | PfHsp40 rescue |
| --- | --- | --- | --- | --- | --- | --- | --- | --- | --- |
| Cc1ccc(N2C(=O)NC(=O)/C(=C\c3cc(C)n(-c4sc5c(c4C#N)CCCC5)c3C)C2=O)cc1 | 0 | 5 | . | . | 2.7 | -2.0 | -0.4 | 24 | 1.9 |
| CCCn1c(N)c(N(CCOC)C(=O)Cc2ccc(S(=O)(=O)N3CCOCC3)s2)c(=O)[nH]c1=O | 3 | -8 | -1.2 | 1.1 | -1.3 | -2.9 | -5.9 | -5 | -2.8 |

Screening data (PubChem BioAssay)
